# Bioassay records deposited in PubChem BioAssay by several laboratories.
# LRH-1 inv ag = inverse agonists of human LRH-1 (NR5A2); HEK293T StAR-luciferase reporter, LRH-1 transfected, 24 h; inhibition, % at 3.6 µM; hit rate 0.13% among 360,000; O00482;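 active = inhibition above the mean inhibition of all tested compounds plus 3 SD, cut at about 73% in these data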;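 also: 0% = DMSO wells and 100% = reporter-only cells lacking LRH-1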
# Target sequence (O00482 whole entry, looked up): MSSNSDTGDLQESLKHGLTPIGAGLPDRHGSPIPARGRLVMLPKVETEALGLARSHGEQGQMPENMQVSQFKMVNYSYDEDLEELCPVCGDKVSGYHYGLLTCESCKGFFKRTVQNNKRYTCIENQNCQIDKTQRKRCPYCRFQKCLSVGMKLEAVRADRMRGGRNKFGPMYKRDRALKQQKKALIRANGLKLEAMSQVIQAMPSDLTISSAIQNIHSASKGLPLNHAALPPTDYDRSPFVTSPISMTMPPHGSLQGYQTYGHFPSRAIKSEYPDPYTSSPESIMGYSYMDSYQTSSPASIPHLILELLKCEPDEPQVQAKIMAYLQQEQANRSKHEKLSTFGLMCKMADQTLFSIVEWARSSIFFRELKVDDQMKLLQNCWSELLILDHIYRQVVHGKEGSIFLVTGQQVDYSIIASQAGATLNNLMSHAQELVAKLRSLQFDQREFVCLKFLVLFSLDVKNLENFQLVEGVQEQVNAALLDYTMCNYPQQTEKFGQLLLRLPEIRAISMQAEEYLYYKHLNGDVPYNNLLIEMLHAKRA
# NOD2 RIPK2 PPI = blocks binding of human NOD2 to RIPK2. O43353. CHO BLA complementation NOD2-RIPK2, CCF4 ratio. inhibition, % at 4.98 µM. hit rate 0.38% among 360,000; in the data active = inhibition above about 21%;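 also: 0% = vehicle only and 100% = reference blocker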
# Target sequence (O43353 whole entry, looked up): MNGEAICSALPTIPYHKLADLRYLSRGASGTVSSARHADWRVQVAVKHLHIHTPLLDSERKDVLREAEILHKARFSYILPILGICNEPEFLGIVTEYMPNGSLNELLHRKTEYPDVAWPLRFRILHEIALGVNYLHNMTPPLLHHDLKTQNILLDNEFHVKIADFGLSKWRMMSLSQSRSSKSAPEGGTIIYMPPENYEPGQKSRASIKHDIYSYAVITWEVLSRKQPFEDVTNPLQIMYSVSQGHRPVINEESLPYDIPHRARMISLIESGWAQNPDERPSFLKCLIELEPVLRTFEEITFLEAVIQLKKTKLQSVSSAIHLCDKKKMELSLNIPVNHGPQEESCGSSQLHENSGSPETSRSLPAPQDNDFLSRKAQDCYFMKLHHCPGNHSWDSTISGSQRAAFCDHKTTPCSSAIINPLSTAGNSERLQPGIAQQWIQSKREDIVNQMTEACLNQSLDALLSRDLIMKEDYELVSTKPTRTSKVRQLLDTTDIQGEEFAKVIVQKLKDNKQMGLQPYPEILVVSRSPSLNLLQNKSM
# SRC1 inh = human NCOA1 inhibition; Q15788; HEK293 GAL4-SRC1 luciferase reporter, luminescence; inhibition, % at 3.6 µM; hit rate 0.12% among 360,000; AID 588354;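 active = inhibition above the campaign mean plus 3 SD, with each screening campaign given its own cutoff, cut at about 60% in these data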;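 also: 0% = DMSO treated cells and 100% = gossypol at 36 µM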
# EBV LMP1 NFkB = Epstein-Barr LMP1 NF-kappaB reporter inhibition; AID 504558; LMP1-induced NF-kappaB luciferase reporter cells, luminescence; inhibition, % at 12.5 µM; hit rate 0.69% among 350,000; in the data active = inhibition above about 41%;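 also: 0% = neutral control wells and 100% = reference inhibitor control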
# COUP-TFII inh = inhibitors of human COUP-TFII (NR2F2); HEK293T NGFI-A luciferase reporter, luminescence; hit rate 0.7% among 370,000; inhibition, % at 8.6 µM; P24468;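 active = inhibition above a per-plate cutoff, mean inhibition of test wells between control levels plus 3 SD, cut at about 38% in these data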;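 also: cells cotransfected with COUP-TFII expression vector driving the NGFI-A reporter; 0% = median of COUP-TF2 test wells and 100% = reporter-only cells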
# NCOA2 inhibitor = human SRC2 (NCOA2) inhibition | inhibition, % at 9 µM | Q15596 | AID 651957 | hit rate 0.17% among 370,000 | HEK293 GAL4-SRC2 luciferase reporter, luminescence;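 active = inhibition above the mean inhibition of all tested compounds plus 3 SD, set per campaign, cut at about 52% in these data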;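 also: 0% = DMSO treated cells and 100% = cells given Gossypol at 36 µM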
# TWEAK Fn14 block = inhibitors of TWEAK-Fn14 interaction signaling. TWEAK-stimulated Fn14 reporter cells, luciferase luminescence, 8 h. inhibition, % at 10 µM. hit rate 2% among 360,000. AID 1159606; in the data active = inhibition above about 50%
# TLR9-MyD88 block = blocks human TLR9 binding to MyD88 | Q9NR96+Q99836 | CHO BLA complementation TLR9-MyD88, CCF4 FRET ratio | inhibition, % at 4.98 µM | hit rate 0.21% among 340,000 | AID 504734;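 active = inhibition above the mean over all tested compounds plus 3 SD, cut at about 21% in these data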;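 also: 0% = DMSO only wells and 100% = clavulanate BLA inhibitor control wells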
# SRC3 inh = inhibits human SRC3 coactivator. Q9Y6Q9. HEK293 GAL4-SRC3 luciferase reporter, luminescence. inhibition, % at 3.6 µM. hit rate 0.17% among 360,000. AID 588352;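 active = inhibition above a per-campaign cutoff, the mean of all compounds plus 3 SD, cut at about 60% in these data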;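 also: 0% = DMSO-treated cells and 100% = gossypol-treated cells at 36 µM; higher means less SRC3-driven luciferase light from the GAL4 reporter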
# C8 TRAIL sens = sensitizes caspase-8 expressing cells to TRAIL; hit rate 1% among 360,000; NB7+C8 cells + TRAIL, ATPlite viability luminescence; AID 624354; inhibition (viability loss, TRAIL sensitization), % at 10 µM;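 active = compounds causing at least 50% loss of cell viability in the single-dose screen, relative to plate controls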
# TROY NFkB inh = TROY signaling inhibition; Q293 LMP1-TROYcd NF-kB luciferase reporter, 4 h; inhibition, % at 10 µM; hit rate 0.98% among 360,000;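 active = compounds whose plate-normalised and pattern-corrected inhibition of the luciferase reporter signal at the single screening dose is 50% or more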
# Numbers without * were called inactive; . = no result given.
structure	LRH-1 inv ag	NOD2 RIPK2 PPI	SRC1 inh	EBV LMP1 NFkB	COUP-TFII inh	NCOA2 inhibitor	TWEAK Fn14 block	TLR9-MyD88 block	SRC3 inh	C8 TRAIL sens	TROY NFkB inh
CCOC(=O)N1CCC(N2CCN(S(=O)(=O)c3ccc(Cl)cc3)CC2)CC1	29	6	4	0	2	-11	2	-7	-18	5	1
CC(C)(C)CN1C(N)=NC[C@H]1Cc1ccc(O)cc1	7	-8	-13	0	-9	-4	3	-5	-1	-15	-3
C=C(C)Cn1c(N(CCO)Cc2ccccc2)nc2c1c(=O)[nH]c(=O)n2C	12	4	-1	1	-1	19	-11	-8	-2	-1	-10
CC1CCc2c(c3ccccc3[nH]c2=O)O1 (configuration not stated)	-7	2	0	4	14	-11	-6	4	-3	1	-3
Cc1ccc(C(NC(=O)c2cccc(S(=O)(=O)N3CCN(C)CC3)c2)c2ccccc2)cc1 (configuration not stated)	19	-1	-9	-9	13	0	4	-5	-5	-13	0
Cc1cc(=O)n2nc(N3CCCC(C(=O)N4CCN(c5ccccc5)CC4)C3)sc2n1 (configuration not stated)	-18	-9	-11	-12	1	12	-9	2	8	8	-9
CCN1C(=O)CC2(C[N+]3(C)CCC2CC3)C1=O (configuration not stated)	-14	-13	-12	-1	-11	0	-1	0	8	-8	-3
Cc1ccc(N(C(C)C(=O)Nc2ccc(S(=O)(=O)N3CCOCC3)cc2)S(C)(=O)=O)cc1 (configuration not stated)	5	-9	-6	1	18	-1	8	12	8	11	10
O=C(c1c(Cl)nc2sccn12)N(C(=O)c1c(Cl)nc2sccn12)c1ccc(Cl)cn1	-82	-2	-89	-22	-28	-30	11	-4	-89	17	-27
O=S1(=O)CC(N2CCCC2)CN1Cc1cn(Cc2cccc(Cl)c2)nn1 (configuration not stated)	-27	-1	.	.	-17	-16	-9	.	.	4	6
Cc1ccc(NC(=O)CN(C)C(=O)COc2ccccc2-c2ccccc2)cc1	4	6	8	-4	-5	-23	2	-8	11	2	-4
O=C(CNC(=O)c1ccco1)OCc1cccc(Cl)c1	-1	0	-9	-2	1	-1	1	-3	2	-2	0
Cc1ccc2c(C(=O)CN3CCN(c4ccccc4)CC3)c(C)[nH]c2c1	16	0	-13	5	-12	-9	3	-2	-9	-7	44
Cc1ccc(-c2nn(-c3ccccc3)cc2C(=O)NN2CCN(C)CC2)cc1	6	-4	-2	3	-5	3	-4	-3	11	10	3
CCC(=O)Nc1cccc(C2=NOC3(C2)C[C@@H](C(N)=O)N(C(=O)C2(C)CC2)C3)c1 (some centres not stated)	-4	-1	5	-4	-4	19	2	-1	13	2	3
Cn1cc(Cc2ccc(C(=O)NCc3ccccc3)cn2)c2ccccc21	18	7	3	.	-1	11	-4	.	-4	-3	1
O=C(CSc1cn(CCNC(=O)c2cccs2)c2ccccc12)NCc1ccccc1	-9	1	-19	8	3	22	14	-13	-22	2	7
C=CCSc1nnc2c(n1)OC(c1c(C)[nH]n(-c3ccccc3)c1=O)Nc1ccccc1-2 (configuration not stated)	-53	2	-9	1	-19	-6	-10	5	-22	-4	-31
CC(C)C(NC(=O)c1ccc(C(C)(C)C)cc1)C(=O)N1CCC(C(N)=O)CC1 (configuration not stated)	-6	1	-4	0	14	-21	-13	-8	-7	-12	-8
Cc1ccccc1NC(=O)/C(C#N)=C\c1ccsc1	-2	-6	-11	-12	-24	0	-29	8	-11	5	-58
O=C1CS/C(=C\[N+](=O)[O-])N1c1ccc(OC(F)(F)F)cc1	-4	-1	-8	1	4	2	-1	-6	10	6	-7
O=C(COC(=O)c1ccc2ncsc2c1)NCc1ccc(Cl)cc1	-16	-7	-16	-2	7	-4	-23	6	-16	2	-8
Nc1nc(F)nc2c1ncn2[C@@H]1O[C@H](CO)[C@@H](O)[C@@H]1O	11	-102	8	3	0	6	9	3	-17	12	-1
O=C(NCc1ccc(F)cc1)Nc1nnc([C@H]2C[C@H](O)[C@@H](CO)O2)s1	-3	-2	-6	.	-3	-20	-26	.	-3	-7	-14
CC(C)[C@H](NC(=O)c1ccco1)C(=O)NCc1ccccc1	-10	-4	3	-2	-9	-3	4	-4	6	0	2

# Reprinted at random: 2 compounds from above.
structure	LRH-1 inv ag	NOD2 RIPK2 PPI	SRC1 inh	EBV LMP1 NFkB	COUP-TFII inh	NCOA2 inhibitor	TWEAK Fn14 block	TLR9-MyD88 block	SRC3 inh	C8 TRAIL sens	TROY NFkB inh
O=C(CSc1cn(CCNC(=O)c2cccs2)c2ccccc12)NCc1ccccc1	-9	1	-19	8	3	22	14	-13	-22	2	7
CC(C)C(NC(=O)c1ccc(C(C)(C)C)cc1)C(=O)N1CCC(C(N)=O)CC1 (configuration not stated)	-6	1	-4	0	14	-21	-13	-8	-7	-12	-8

# Next section
structure	LRH-1 inv ag	NOD2 RIPK2 PPI	SRC1 inh	EBV LMP1 NFkB	COUP-TFII inh	NCOA2 inhibitor	TWEAK Fn14 block	TLR9-MyD88 block	SRC3 inh	C8 TRAIL sens	TROY NFkB inh
CC1(C)CN(O)CCN1O	23	-3	8	8	-2	-19	2	-4	8	3	-23
Cc1cccc2sc(NC(=O)CN3C(=O)c4ccccc4C3=O)nc12	6	10	-12	12	5	-9	-13	-3	20	4	15
CN(C)CC1CCCCC1OC(=O)c1ccc(Cl)cc1Cl (configuration not stated)	4	4	-3	2	9	-30	7	-19	5	8	5
Cc1ccc(C(=O)CC(=O)c2cccc(F)c2)c(O)c1	-5	-5	-20	5	-23	8	-67	1	5	15	-22
CN(C)CCNC(=O)c1cccc(S(=O)(=O)Nc2ccccc2F)c1	13	8	9	-12	4	11	8	5	5	2	-9
Cc1ccc(N2CC(C(=O)N3CCC(c4nc5ccccc5[nH]4)CC3)CC2=O)cc1C (configuration not stated)	5	-8	11	0	6	10	19	-3	4	2	3
CCOC(=O)C1CCCN(C(=O)CSc2ccc(NC(C)=O)cc2)C1 (configuration not stated)	-1	-5	0	3	-20	0	-6	-1	1	-9	1
Cc1ccc(-c2cc3nc(C)cc(NCc4ccco4)n3n2)cc1	-74	-14	-110	-29	-84	-67	40	-3	-95	63*	-29
O=C(NC(=S)NCCc1ccccn1)c1ccco1	-5	2	-8	0	16	-39	-21	-14	-22	5	-1
Cc1cc(C(N)=O)c2ccccc2n1	0	-5	8	-41	9	-2	0	2	17	-12	-23
COc1cccc(CN2CC(C(=O)NCCOc3cccnc3)CCC2=O)c1 (configuration not stated)	21	1	3	2	7	4	3	3	22	-11	-23
COc1ccc(CCN2CC3=C(C2=O)C(c2ccccc2)NC(=O)N3C)cc1OC (configuration not stated)	-15	-4	-8	-1	3	15	15	-1	8	-1	-8
O=C(CCCc1cccs1)Nc1ccc2c(c1)OCO2	-135	6	-99	-33	-23	-50	0	-1	-84	6	-65
COc1ccc(S(=O)(=O)NCCC(=O)OCC(=O)NC2CC2)cc1	4	-12	-7	-3	9	-4	6	-3	10	5	-12
COc1ccc(NC(=O)c2cccc(F)c2)cc1Cl	-79	-2	-86	-17	-23	-49	-46	9	-57	8	-79
COc1cc2c3c(c1)C(C)CC(C)(C)N3C(=O)C2=O (configuration not stated)	22	17	24	3	15	13	-10	8	0	5	-2
O=C1c2ccccc2C(=O)N1Cc1ccco1	13	7	-96	-5	20	-37	-4	11	1	-8	-11
CCOC(=O)c1cnc2cc(F)c(F)cc2c1N1CCOCC1	-12	2	12	-1	-5	-15	17	-11	-3	-15	15
O=C(c1cccnc1)N1N=C(C2CCCCC2)CC1(O)C(F)(F)F (configuration not stated)	9	-11	-6	3	-6	-40	-9	8	-8	1	9
Cc1ccc(Cl)cc1N1CCN(C(=O)CSc2ccsc2[N+](=O)[O-])CC1	1	-3	0	-4	10	15	5	9	13	-6	11
O=C(CSc1nc2c(c(=O)n1-c1ccccc1)SCC2)N1CCOCC1	-33	17	-15	0	-13	6	21	6	10	4	5
Cc1onc(-c2c(F)cccc2Cl)c1C(=O)N=C(N)N1CCCC1	-2	0	6	6	-10	-15	2	-5	2	-17	-1
CCOc1ccc(C(=O)NC2CCN(S(=O)(=O)CC)CC2)cc1	-15	4	-11	-3	8	-7	6	-13	3	4	3
CN(C)S(=O)(=O)c1cccc(NC(=O)COc2ccccc2C(=O)NCc2ccccc2)c1	-14	-10	-3	-6	10	11	13	0	3	-2	13
Cc1ccc(CNC(=O)C2CC(c3ccccc3[N+](=O)[O-])=NO2)cc1 (configuration not stated)	6	4	3	-16	-19	-4	-2	-6	-5	1	-7

# The results go on:
structure	LRH-1 inv ag	NOD2 RIPK2 PPI	SRC1 inh	EBV LMP1 NFkB	COUP-TFII inh	NCOA2 inhibitor	TWEAK Fn14 block	TLR9-MyD88 block	SRC3 inh	C8 TRAIL sens	TROY NFkB inh
CCn1c(CCNC(=O)c2cccs2)nnc1SCC(=O)Nc1nc(-c2ccccc2)cs1	-2	-7	-20	8	4	6	34	7	-20	4	16
O=C1CC(N2CCCCC2)C(=O)N1c1ccccc1 (configuration not stated)	5	16	-9	4	-13	12	13	-4	10	20	-3
COc1cccc(NC(=O)CN(C)C(=O)CCCc2c[nH]c3ccccc23)c1	13	-11	-2	-10	12	-36	-7	-9	3	11	10
CCN(CC)Cc1c(C(=O)N2CCc3ccccc3C2)nc2ccc(Cl)cn12	10	-5	14	-7	-4	23	-17	0	5	5	14
CN(CCc1ccccc1)C(c1ccnc2ccccc12)c1nnnn1-c1ccc2c(c1)OCCO2 (configuration not stated)	1	-1	.	.	24	-7	24	.	.	0	21
COc1ccc(Nc2nc(NCc3ccco3)nc(N/N=C/c3ccccc3Cl)n2)cc1	30	-12	-7	12	-13	11	-2	-4	-2	-5	-12
O=C(COC(=O)CNC(=O)c1ccc(Br)cc1)Nc1nnc(-c2ccccc2)o1	-12	-2	-49	5	4	15	2	0	-5	0	-14
CCC(C)[C@H](NC(=O)N1CCCCCC1)C(=O)OC (some centres not stated)	-15	-17	1	.	5	-9	5	.	6	1	-1
CC1=NN(c2cccc(F)c2)C(=O)/C1=C/c1ccc(N(C)C)cc1	4	-3	-9	0	11	32	22	-2	2	-27	4
COc1ccccc1CN(C)C(=O)c1ccc(S(=O)(=O)Nc2c(C)n(C)n(-c3ccccc3)c2=O)cc1	-18	-3	1	1	8	-23	4	-10	-12	-8	0
CCN(CC)S(=O)(=O)c1ccc(C(=O)NCC(=O)NCCCc2ccccc2)cc1	25	-2	7	2	16	14	-2	-7	0	-6	9
C/C(=N\c1nc2ccccc2n1C)c1cc(Cl)ccc1O	5	-11	-23	-7	1	-9	-7	-6	-6	-4	-25
COc1cc(C(=O)OCC(=O)N2CC(C)OC(C)C2)cc(OC)c1OC (configuration not stated)	0	-2	-5	1	-18	10	-1	-1	-14	-3	3
CC1CCN(S(=O)(=O)N2CCCC(C(=O)NCc3ccc(F)cc3)C2)CC1 (configuration not stated)	-24	-3	-4	-8	14	-13	10	-6	-5	-4	-4
CCOC(=O)NCc1ccc(S(=O)(=O)Nc2ccc(C)cc2)cc1	4	5	0	3	-4	-5	-3	-4	-7	2	15
CCOc1ccc(NC(=O)CSc2ccc(-c3ccco3)nn2)cc1	22	-6	-9	-1	-8	-21	-1	0	-46	1	11
CCOc1ccccc1NC(=O)CSc1ccc2nnc(-c3cccnc3)n2n1	-1	-6	9	2	-15	-5	1	5	12	-7	23
COc1ccc(NC(=O)CSc2nnc(C)c(=O)n2N)cc1	32	-8	16	-8	-14	26	-7	4	13	13	2

# A portion of the library, so the mix of outcomes need not match the whole.
